Screening data: PubChem, National Center for Advancing Translational Sciences (NCATS)
CBFb-RUNX1 inh – inhibitors of human CBF-beta and RUNX1 interaction; Q01196+Q13951; 230,000 tested, under 10 active; AID 1477; Potency, µM (highest dose often 59.8 µM), inactives show at the highest dose activity, negative = inhibition, usual class: inhibitors; AlphaScreen CBFb-His/RUNX1-biotin binding, biochemical; further: % of control where 0% means no effect
Target sequence (Q01196 whole entry, looked up): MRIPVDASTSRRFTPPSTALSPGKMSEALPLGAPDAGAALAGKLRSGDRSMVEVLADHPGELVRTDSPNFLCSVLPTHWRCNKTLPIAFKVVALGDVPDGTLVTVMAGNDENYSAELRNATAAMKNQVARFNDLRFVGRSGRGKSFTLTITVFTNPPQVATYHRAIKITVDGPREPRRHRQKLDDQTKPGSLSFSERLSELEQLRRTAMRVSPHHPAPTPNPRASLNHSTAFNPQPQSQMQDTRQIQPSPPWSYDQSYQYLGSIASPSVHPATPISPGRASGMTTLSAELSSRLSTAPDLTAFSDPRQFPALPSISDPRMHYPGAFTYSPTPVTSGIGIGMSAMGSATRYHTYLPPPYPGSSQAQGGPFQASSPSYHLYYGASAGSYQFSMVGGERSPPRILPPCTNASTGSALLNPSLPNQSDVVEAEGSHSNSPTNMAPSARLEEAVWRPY
Target sequence (Q13951 whole entry, looked up): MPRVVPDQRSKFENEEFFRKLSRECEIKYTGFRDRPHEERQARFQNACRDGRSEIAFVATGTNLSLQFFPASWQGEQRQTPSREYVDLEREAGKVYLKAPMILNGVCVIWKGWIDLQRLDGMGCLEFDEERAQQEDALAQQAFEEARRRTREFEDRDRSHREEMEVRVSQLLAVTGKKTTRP
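AlphaScreen proximity signal reports loss of binding between His-tagged CBF-beta and biotin-labelled RUNX1, each at 30 nM. Proteins are pre-associated for 20 minutes, compounds added for 15 minutes, then beads for 90 minutes, all at ambient temperature.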
IMPase Li cell – cell-permeable IMPase inhibitors with lithium potentiation | 210,000 tested, 0.35% active | CHO-M1 cells, IP1 TR-FRET (IP-One), carbachol + lithium | Potency, µM (doses to about 59.4 µM), for inactives: at the highest dose activity, negative = IMPase inhibition, hits mostly inhibitors | AID 1457;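 further: IP1 builds up when IMPase is blocked and the TR-FRET signal falls; potency means the concentration at half of the fitted maximal effect; plate controls were basal vehicle for no effect and high inhibitor control for full effect; nearly all actives have a fitted effect of over 50% in size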
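Steps: plate 2000 CHO-M1 cells per well and culture 16–30 h; add compound and lithium; incubate 30 min, 37C; add d2-IP1 tracer and Eu cryptate anti-IP1 antibody in lysis buffer; read after 10 min at room temperature.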
Lamin A splicing – modulators of lamin A splicing | HeLa LMNA splicing GFP/RFP minigene ratio, 48 h | Potency, µM (doses to about 46.1 µM), inactives show at the top dose ratio change, negative = inhibition, most hits filed as inhibitors | 200,000 tested, 0.01% active | AID 1487; active means well fitted inhibition curve with a large enough effect in the signal ratio, with a control signal flat, not every such curve was filed as active; inconclusive means small, poorly fitted or top-dose-only effect, or effect the other way, or a change in a side signal; the % refers to the signal ratio; further: potency means the concentration at half of the fitted maximal effect; on the % scale 0 is the no-effect control and ±100 the full control effect
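Read-out is the ratio of GFP to DsRed2 object intensity, acquired by 488 nm laser-scanning cytometry on HeLa lamin A-EGFP minigene reporter cells. Compound incubation 48 hrs at 37 °C in Opti-MEM with 2% FBS; DMSO 0.5% final.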
Epigenetic derep – epigenetic control regulation, reporter derepression. Potency, µM (doses to about 53.9 µM), inactives show top-dose GFP activation, usual class: activators. murine LDR cells, GFP reporter derepression, 30 h. AID 1865. 280,000 tested, 0.2% active; further: potency means the concentration at half of the fitted maximal effect; % of control where 0% means no effect; nearly all actives have a fitted effect of over 60% in size
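Derepression of a silenced CMV-GFP reporter in murine LDR cells is scored by enumerating GFP-positive cells with a laser-scanning microplate cytometer after 30 hours of treatment at 37 C.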
NPSR antagonist – blocks cAMP signaling of the human neuropeptide S receptor | CHO-NPSR cells, cAMP TR-FRET, antagonist mode | Potency, µM (top dose mostly 38.3 µM), inactives show at the highest dose activity change, negative = inhibition, usual class: inhibitors | 220,000 tested, 1% active | AID 1461; further: potency means the concentration at half of the fitted maximal effect; on the % scale 0 is the no-effect control and ±100 the full control effect; nearly all actives have a fitted effect of over 50% in size; many of its hits are not listed in these tables
KinaseGlo FLuc – counter-screen: inhibitors of Kinase-Glo firefly luciferase; Q27757; Kinase-Glo luciferase, ATP luminescence, 8 min; Potency, µM (top dose mostly 38.3 µM), inactives show at the highest dose activity change, negative = inhibition, hits mostly inhibitors; 200,000 tested, 0.28% active; further: potency means the concentration at half of the fitted maximal effect; on the % scale 0 is the no-effect control and ±100 the full control effect; nearly all actives have a fitted effect of over 60% in size
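Compound is pinned into ATP-containing buffer (10 uM ATP, imidazole pH 7.2, 7 mM MgCl2). Kinase-Glo luciferase reagent is then added. Light output is recorded following an 8-min room-temperature incubation.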
GLA spleen mod – inhibits or activates alpha-galactosidase in human spleen homogenate | P06280 | human spleen homogenate, 4MU-alpha-Gal fluorescence, 40 min | Potency, µM (top dose mostly 80 µM), without a hit: top-dose activity change, negative = inhibition, hits mostly inhibitors | 240,000 tested, 0.008% active | AID 2107;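 further: potency means the concentration at half of the fitted maximal effect; 0% = enzyme with vehicle and -100% = no enzyme basal signal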
Target sequence (P06280 32-429 limits assumed): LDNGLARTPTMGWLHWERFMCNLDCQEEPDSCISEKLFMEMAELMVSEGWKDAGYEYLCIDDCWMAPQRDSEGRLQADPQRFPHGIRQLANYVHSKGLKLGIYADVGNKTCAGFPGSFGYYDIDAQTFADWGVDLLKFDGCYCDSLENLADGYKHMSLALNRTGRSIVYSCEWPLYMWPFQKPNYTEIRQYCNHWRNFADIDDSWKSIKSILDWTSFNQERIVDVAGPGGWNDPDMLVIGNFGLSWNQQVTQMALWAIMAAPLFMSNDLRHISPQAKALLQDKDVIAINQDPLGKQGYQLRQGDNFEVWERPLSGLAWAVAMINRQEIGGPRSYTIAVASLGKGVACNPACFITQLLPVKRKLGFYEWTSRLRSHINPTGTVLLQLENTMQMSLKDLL
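Human spleen homogenate (1 ug) was the enzyme source, with 4-methylumbelliferyl-alpha-D-galactopyranoside (1 mM final) in pH 5.0 citrate buffer with 0.01% Tween-20. Compounds were titrated; after 40 min at 37C, NaOH/glycine stop, 4-MU fluorescence read; AC50 from Hill fits.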
Numbers without * were called inactive; ? = inconclusive; . = no result given; [ ] = remark or other dose. Unless noted, the call rests on the fitted dose curve; in most records, active means well fitted curve in the direction sought with a large enough effect; inconclusive means small, poorly fitted or top-dose-only effect, or another doubt; inactive means no such curve, though single readings can be large; an effect the other way counts as inactive or inconclusive.

Start of the listing, in advance:
SMILES	CBFb-RUNX1 inh	IMPase Li cell	Lamin A splicing	Epigenetic derep	NPSR antagonist	KinaseGlo FLuc	GLA spleen mod
CCOCCCn1cnc2c3cc(F)ccc3n(C)c2c1=O	3%	.	.	1.1%	27%	.	4%
COc1ccccc1NC(=O)Nc1nnc(CC(=O)Nc2ccccc2)s1	2%	14%	-7%[46 µM]	-0.4%	-6%	0%	11%
CCOC(=O)C1CCCN(C(=O)CN2C(=O)/C(=C/c3ccc(OC)cc3)Oc3ccccc32)C1 (configuration not stated)	13%	3%	?	-1.1%	-34%	-5%	11%

The list itself, previewed entries included:
SMILES	CBFb-RUNX1 inh	IMPase Li cell	Lamin A splicing	Epigenetic derep	NPSR antagonist	KinaseGlo FLuc	GLA spleen mod
CCOCCCn1cnc2c3cc(F)ccc3n(C)c2c1=O	3%	.	.	1.1%	27%	.	4%
COc1ccccc1NC(=O)Nc1nnc(CC(=O)Nc2ccccc2)s1	2%	14%	-7%[46 µM]	-0.4%	-6%	0%	11%
CCOC(=O)C1CCCN(C(=O)CN2C(=O)/C(=C/c3ccc(OC)cc3)Oc3ccccc32)C1 (configuration not stated)	13%	3%	?	-1.1%	-34%	-5%	11%
COC(=O)c1c(Oc2nc(OC)cc(OC)n2)cccc1Oc1nc(OC)cc(OC)n1	4%	4%	?	-2.0%	8%	2%	9%
COc1ccc(C2Nc3ccccc3C(=O)N2Cc2ccccc2)cc1CN1CCOCC1 (configuration not stated)	-4%	.	.	-0.1%	?	.	10%
COC(=O)c1ccc(-c2ccc(C(=O)N3CCCN(C)CC3)cc2)cc1	24%	-7%[38.3 µM]	?	-2.4%	-3%[46.1 µM]	-7%	4%
O=C(Nc1cc(S(=O)(=O)N2CCOCC2)ccc1N1CCCC1)c1cccnc1Cl	7%	.	.	0.1%	-5%	.	-4%
O=C(NC(=S)NNC(=O)[C@H]1C[C@@H]1c1ccccc1)c1ccc(F)cc1	-7%	.	.	0.0%	-6%	.	-2%
O=S(=O)(O)c1cc(N=C=S)ccc1/C=C/c1ccc(N=C=S)cc1S(=O)(=O)O	10%	2%	.	-1.3%	.	-2%	-3%
Fc1ccc(CSc2ncnc3ccccc23)cc1	1%	10%	.	0.2%	-22%	-1%	0%
O=C(Cc1ccc([N+](=O)[O-])cc1)N/N=C/c1ccc([N+](=O)[O-])o1	-1%	3%	.	-7.7%	-13%	0%	1%
CC(C)[C@H](NC(=O)c1ccccc1)C(=O)N1CCc2ccccc21	7%	6%	-8%	0.0%	15%	3%	0%
CC(=O)Nc1ccc(S(=O)(=O)Nc2nc3ccccc3nc2-n2ccc(=NC(=O)c3ccc(F)cc3)cc2)cc1	5%	-7%	-1%[9.22 µM]	-0.2%	-21%	-2%	-8%
CCN(CC)S(=O)(=O)c1cc(F)ccc1OC	5%	6%	4%	-1.0%	1%	4%	5%
Cc1cc2nc(C3CCN(C(=S)NCCCOC(C)C)CC3)[nH]c2cc1C	-1%	6%	7%[46 µM]	-1.6%	-8%	-6%	-12%
Cc1ccc(N=C2NC(=O)/C(=C/C=C/c3ccco3)S2)cc1	.	4%	-4%	-0.9%	-28%	0%	6%
CCOc1ccc(N(C(=O)CNC(=O)c2ccco2)C(C(=O)NC2CCCC2)c2ccncc2)cc1 (configuration not stated)	4%	1%	.	0.0%	-9%	1%	1%
O=C(CC1C(=O)NCCN1C/C=C/c1ccccc1)NCCc1cccnc1 (configuration not stated)	3%	-2%	13%[46 µM]	-0.1%	-1%	-2%	4%
C=CC1=C2C=C(C3CC3)N(C(CO)CO)C=C2C(=O)C(C)(OC(=O)c2ccco2)C1=O (configuration not stated)	9%[13.1 µM]	4%	12%[9.22 µM]	.	.	0%[7.66 µM]	7%[17.5 µM]
CC/C(C)=N/Nc1nc2sc3c(c2c(=O)[nH]1)CC(C)(C)OC3	16%	18%[38.3 µM]	-6%	3.5%	-12%[46.1 µM]	0%	1%
CC(=O)c1cccc(CN2CCN(CC(C)C)C(CCO)C2)c1 (configuration not stated)	-5%	24%	9%[46 µM]	-0.5%	-23%	-3%	8%
CC(=O)c1ccc(N2CCN(CC(=O)Nc3ccc(N4CCOCC4)cc3)CC2)cc1	-1%	2%	4%[46 µM]	-0.5%	6%	0%	4%
O=c1cc(CO)oc(CN2CCCC2)c1O	9%	-8%[38.3 µM]	15%	-0.9%	3%[46.1 µM]	-2%	-1%
O=C(Nc1ccc2c(c1)OCO2)c1ccc(N2CCCC2)c([N+](=O)[O-])c1	-24%	2%	?	-3.2%	-18%	1%	8%
O=C1c2ccccc2C(=O)c2c1cccc2-n1nnc2ccccc21	2%	.	.	2.2%	-10%	.	-3%
COc1ccc(/C=C/C(=O)NC(=S)NN2CCCCC2c2cccnc2)cc1OC (configuration not stated)	0%	-1%	-8%	-1.1%	6%	7%	-1%
COc1ccc(/C=C/N(CCc2ccc(OC)c(OC)c2)C(C)=O)cc1	13%[13.1 µM]	.	.	0.0%[10.1 µM]	.	.	-6%[17.5 µM]
O=c1c2ccsc2ncn1Cc1cccc(C(F)(F)F)c1	9%	14%[38.3 µM]	-2%	2.3%	-5%[46.1 µM]	-3%	-3%
Cc1ccc(/C=C2/CCc3c([nH]c4ccccc34)C2=O)cc1	-3%	3%[38.3 µM]	-9%	-1.1%	-2%[46.1 µM]	-6%	8%
CC1CCCCC12NC(=S)N(c1ccccc1)N2 (configuration not stated)	2%	.	.	-0.4%	-2%	.	11%
CC(c1ccccc1F)n1cc(C(=O)NCCCc2nc3ccccc3[nH]2)nn1 (configuration not stated)	2%	1%	?	-0.3%	-2%	-1%	-7%
CCCCC(=O)NCCc1ccc(S(N)(=O)=O)cc1	14%	21%[38.3 µM]	-14%	-9.5%	17%[46.1 µM]	0%	4%
O=C(/C=C/c1ccccc1)NCCSc1ccc(Cl)cc1	12%	0%[38.3 µM]	6%[0.0737 µM]	-0.9%	-1%[46.1 µM]	2%	5%
O=C(CC1Sc2ccccc2NC1=O)NCc1cccc(Cl)c1 (configuration not stated)	2%	-1%	.	-6.4%	19%	0%	-4%
CC(C)(C)NC(=O)c1ccc(Sc2ccccc2)c([N+](=O)[O-])c1	-16%	6%	-4%	-0.9%	-25%[46.1 µM]	0%	1%
O=C(NCc1ccco1)C1CCN(S(=O)(=O)c2ccc(-n3cnnn3)cc2)CC1	6%	10%[38.3 µM]	1%	-2.4%	-5%[7.67 µM]	-4%	5%
FC(F)(F)c1nc2nncn2c2c1CCCCC2	2%	16%[38.3 µM]	0%	2.1%	-1%[46.1 µM]	1%	2%
CCc1ccc(C(=O)NC(CCSC)C(=O)O)cc1 (configuration not stated)	5%	0%	-4%	0.9%	7%	0%	3%
Cc1ccc2ccccc2c1COC(=O)c1nonc1N	10%	23%[38.3 µM]	6%	-2.1%	-4%[46.1 µM]	-1%	-9%
CCCn1c2c(c(O)c(C(=O)Nc3ccccn3)c1=O)CCCC2	3%	.	-2%	-2.6%	-9%[46.1 µM]	.	-5%
CC(C)CCn1c(Sc2nc3ccccc3s2)nc2c1c(=O)[nH]c(=O)n2C	3%	.	?	-6.8%	?	.	-9%
COc1cc2c(cc1OC)CN(Cc1cc(OC)c(O)c(OC)c1)CC2	2%	8%	.	0.9%	8%	0%	-4%
O=C(Nc1ccc2cn[nH]c2c1)c1ccc(Cl)c(S(=O)(=O)N2CCOCC2)c1	1%	6%	-10%	6.7%	-50%	2%	-2%
O=C(c1ccco1)N1CCN(S(=O)(=O)c2cccc([N+](=O)[O-])c2)CC1	0%	8%	7%[46 µM]	1.1%	-2%	-7%	-4%
Cc1ccc(S(=O)(=O)N(CC(=O)N2CCCC2)C2CCCCC2)cc1	4%	-1%	-8%	-2.0%	-4%[46.1 µM]	1%	3%
Cc1cc(C(=O)CSc2nc3ccccc3o2)c(C)n1C1CC1	-3%	12%	?	0.0%	-27%[46.1 µM]	-2%	7%
COC(=O)c1ccc(C(=O)OC)c(NC(=S)N2CCN(c3ccccc3)CC2)c1	-11%	10%[38.3 µM]	10%	-1.9%	-20%[46.1 µM]	-1%	-7%
O=C(O)CC1NCCc2ccccc21 (configuration not stated)	10%	.	.	-1.6%	-19%	.	15%

Some entries already given, limited to NPSR antagonist:
compound	NPSR antagonist
CCc1ccc(C(=O)NC(CCSC)C(=O)O)cc1 (configuration not stated)	7%
Cc1ccc2ccccc2c1COC(=O)c1nonc1N	-4%[46.1 µM]
CCCn1c2c(c(O)c(C(=O)Nc3ccccn3)c1=O)CCCC2	-9%[46.1 µM]
CC(C)CCn1c(Sc2nc3ccccc3s2)nc2c1c(=O)[nH]c(=O)n2C	?

(next part)
SMILES	CBFb-RUNX1 inh	IMPase Li cell	Lamin A splicing	Epigenetic derep	NPSR antagonist	KinaseGlo FLuc	GLA spleen mod
Cc1cc(C)nc(SCc2nnc(SCC(=O)Nc3ccc(Cl)c(C(F)(F)F)c3)o2)n1	?	42%[activator][38.3 µM]	1%	1.0%	-17%[46.1 µM]	-4%	15%
CC(C)(C)NC(=S)NCc1cccnc1	-2%	-4%[38.3 µM]	-9%	1.6%	-4%[46.1 µM]	1%	-15%
Cn1c(C(=O)NCCN2CCN(Cc3ccccc3)CC2)cc2c(=O)n(C)c3ccccc3c21	-1%	.	.	2.6%	?	.	6%
CCOC(=O)C1CCCN(C(=S)Nc2cccc(Cl)c2C)C1 (configuration not stated)	0%	8%	-14%	0.0%	-5%[46.1 µM]	0%	-1%
O=C(Cc1nnc(NC(=O)Nc2ccc(F)cc2)s1)Nc1ccccc1	3%	3%	-5%[46 µM]	0.9%	4%	1%	0%
COc1ccc(C(=O)C2CCCCC2=O)cc1 (configuration not stated)	5%	-4%[38.3 µM]	6%	-2.6%	2%[46.1 µM]	-1%	3%
CCNC(=O)N1c2ccc(OCC)cc2C(C)=CC1(C)C	-16%	3%[38.3 µM]	19%	2.2%	-25%[46.1 µM]	7%	6%
O=C(O)c1cc(N/N=C/C=C/c2ccccc2[N+](=O)[O-])ccc1Cl	-26%	.	.	-0.8%	2%	.	3%
CCOC(=O)CSc1nc2ccc(N3CCOCC3)cc2c(=O)n1Cc1ccc2c(c1)OCO2	-11%	35%[activator][38.3 µM]	?	0.0%	-26%[46.1 µM]	-1%	3%
Cc1cc(C)nc(-n2ncc3c2CC(c2ccccc2C)CC3=O)n1 (configuration not stated)	2%	7%	-7%	-1.0%	11%	1%	0%

This is a subset; count on the stated rates, not on these rows.
